Source: PubChem BioAssay
POLK inh: DNA polymerase kappa (human) inhibition. Q9UBT6. purified Pol kappa, fluorescent DNA synthesis assay, 10 min. Potency, µM (top dose mostly 107 µM), for inactives: at the highest dose activity, negative = inhibition, most hits filed as inhibitors. 400,000 tested, 0.53% active; note: % is set by controls: 0 for no effect and ±100 for the full control effect
Target sequence (Q9UBT6 whole entry, looked up): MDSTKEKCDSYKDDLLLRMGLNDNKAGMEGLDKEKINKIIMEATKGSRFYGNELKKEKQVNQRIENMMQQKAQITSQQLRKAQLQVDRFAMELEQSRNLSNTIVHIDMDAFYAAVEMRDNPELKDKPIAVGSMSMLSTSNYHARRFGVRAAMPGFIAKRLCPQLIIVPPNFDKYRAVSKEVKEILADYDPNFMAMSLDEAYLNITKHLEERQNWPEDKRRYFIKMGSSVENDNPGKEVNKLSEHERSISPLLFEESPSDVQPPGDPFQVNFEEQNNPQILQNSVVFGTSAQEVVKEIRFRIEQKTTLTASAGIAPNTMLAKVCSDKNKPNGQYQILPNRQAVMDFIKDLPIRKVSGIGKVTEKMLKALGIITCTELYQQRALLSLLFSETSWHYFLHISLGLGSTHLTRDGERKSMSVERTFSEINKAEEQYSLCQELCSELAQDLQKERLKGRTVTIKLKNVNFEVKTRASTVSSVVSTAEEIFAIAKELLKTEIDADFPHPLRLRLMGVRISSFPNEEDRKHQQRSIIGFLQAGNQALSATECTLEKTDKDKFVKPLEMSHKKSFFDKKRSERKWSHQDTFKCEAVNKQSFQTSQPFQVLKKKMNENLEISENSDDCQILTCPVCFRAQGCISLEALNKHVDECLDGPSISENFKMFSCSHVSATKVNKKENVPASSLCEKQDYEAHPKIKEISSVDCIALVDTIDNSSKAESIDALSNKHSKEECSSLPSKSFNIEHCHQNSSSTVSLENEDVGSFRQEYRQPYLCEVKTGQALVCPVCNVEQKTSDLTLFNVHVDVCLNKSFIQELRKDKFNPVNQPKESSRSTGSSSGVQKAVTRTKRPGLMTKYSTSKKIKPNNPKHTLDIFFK
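Here, compound and 10 nM enzyme are combined for 15 min at room temperature; adding 50 nM substrate (final) starts DNA synthesis, tracked by fluorescence at 0 and 10 min against buffer-only wells.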
JMJD2A Tudor: JMJD2A Tudor domain (human) inhibition; O75164; AlphaScreen JMJD2A-Tudor / H3K4me3 peptide binding; Potency, µM (series often up to 114 µM), for inactives: top-dose activity change, negative = inhibition, hits mostly inhibitors; 390,000 tested, 4.4% active; AID 504339; note: % is set by controls: 0 for no effect and ±100 for the full control effect; nearly all actives have a fitted effect of over 50% in size
APEX1 inh: APE1 (human) endonuclease inhibition | 350,000 tested, 0.35% active | P27695 | Potency, µM (top dose mostly 65.8 µM), inactives show at the highest dose activity change, negative = inhibition, most hits filed as inhibitors | recombinant APE1, TAMRA/BHQ-2 abasic DNA cleavage fluorescence;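 note: plate controls were vehicle for no effect and reference inhibitor for full effect; nearly all actives have a fitted effect of over 55% in size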
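Endonuclease cleavage of a quenched abasic-site DNA duplex (50 nM) by APE1 (0.75 nM) was tracked by TAMRA dequenching. Compounds were preincubated with enzyme 15 min at room temperature; data normalized to buffer-only and DMSO wells plus NSC13755 control.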
POLB inh: blocks human DNA polymerase beta activity | P06746 | Pol beta primer extension/strand displacement, fluorescence kinetic | Potency, µM (highest dose often 114 µM), without a hit: at the top dose activity change, negative = inhibition, hits mostly inhibitors | 340,000 tested, 1.3% active; note: % is set by controls: 0 for no effect and ±100 for the full control effect
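Kinetic readout of DNA synthesis with strand displacement by Pol beta. Compound and 10 nM enzyme sit 15 min at room temperature; 50 nM substrate starts the reaction, read immediately and at 10 min.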
BAZ2B block: BAZ2B (human) inhibition; Q9UIF8; 360,000 tested, 4.4% active; Potency, µM (top dose mostly 114 µM), inactives show at the highest dose activity change, negative = inhibition, usual class: inhibitors; AlphaScreen BAZ2B-H3K14Ac peptide displacement; note: % is set by controls: 0 for no effect and ±100 for the full control effect; nearly all actives have a fitted effect of over 60% in size
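AlphaScreen displacement: compounds (up to 110uM) incubated 30 min at room temperature with a preformed 50 nM BAZ2B/50 nM biotinylated H3K14Ac peptide complex in PBS pH 7.4 with Tween-20. Donor and acceptor beads at 10 ug/mL final added, 20 min light-protected before reading.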
POLI inh: blocks human DNA polymerase iota activity; Potency, µM (series often up to 115 µM), for the others: at the highest dose activity, negative = inhibition, most hits filed as inhibitors; Pol iota fluorescent replication assay, 10 min; Q9UNA4; 390,000 tested, 1% active
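Pol iota at 10 nM preincubated 15 min with compounds at room temperature; reaction started with fluorescent substrate, 50 nM final. Fluorescence read kinetically at 0 and 10 min; buffer-only wells as negative control.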
POLH inh: DNA polymerase eta (human) inhibition; Q9Y253; 390,000 tested, 1.2% active; recombinant Pol eta, fluorescent DNA replication assay; Potency, µM (top dose mostly 114 µM), without a hit: top-dose activity change, negative = inhibition, hits mostly inhibitors; note: % is set by controls: 0 for no effect and ±100 for the full control effect
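Fluorescent replication assay: 50 nM final substrate added after a 15 min room-temperature compound preincubation with 10 nM enzyme. Signal taken at 0 min and again at 10 min.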
BLM helicase inh: inhibitors of human Bloom syndrome helicase BLM. P54132. recombinant BLM DNA unwinding, fluorescence dequenching. Potency, µM (doses to about 56.1 µM), without a hit: at the highest dose activity change, negative = inhibition, actives largely listed as inhibitors. 350,000 tested, 0.2% active;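 note: plate controls were vehicle for no effect and no enzyme for full effect; nearly all actives have a fitted effect of over 35% in size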
G9a inh: G9a (human) methyltransferase inhibition; 350,000 tested, 8.8% active; AID 504332; Q96KQ7; G9a H3K9 monomethylation, AlphaScreen, 2 h; Potency, µM (highest dose often 102 µM), for the others: at the top dose activity, negative = inhibition, usual class: inhibitors; note: % is set by controls: 0 for no effect and ±100 for the full control effect; nearly all actives have a fitted effect of over 75% in size
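Methyltransferase reactions run at room temperature for 2 h (20 nM enzyme, 500 nM biotin-H3K9 peptide, 20 uM SAM) after a 15 min compound preincubation; product detected by AlphaScreen beads and anti-H3K9me1 antibody.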
* = called active by the depositor; u = inconclusive; x = no result given; [ ] = another dose, or the depositor's remark. Calls come from the whole dose curve; as a rule, active = well fitted curve in the direction sought with a large enough effect; inconclusive = small, poorly fitted or top-dose-only effect, or another doubt; inactive = no such curve, though single readings can be large; an effect the other way counts as inactive or inconclusive. Potency is the fitted concentration of half-maximal effect. An excerpt; rates above refer to the full screens.

A first look, 11 compounds:
Below each SMILES – JMJD2A Tudor | APEX1 inh | BLM helicase inh | BAZ2B block | POLB inh | POLI inh | G9a inh | POLK inh | POLH inh
- Nn1cnnc1N/N=C/c1ccc(Cl)cc1Cl
  -2% | -17% | 4% | u | -3% | 11µM* | 6% | 1% | -8%
- CC(=O)N1N=C(c2ccco2)CC1c1cc2cc(C)ccc2nc1Cl (stereo not given)
  8% | -6% | -6% | 0% | -20% | 36%[activator] | x | 4% | -14%
- N#Cc1ccccc1OCC(=O)C1CC1
  0% | -2% | -5% | 0% | -27% | 12% | 22%[59 µM] | 1% | -18%
- Oc1ccc(/C=N/Nc2nccnc2Cl)cc1
  -6%[57.1 µM] | 4% | -3% | -2% | -18% | -10% | 5%[12.7 µM] | -16% | -22%
- CCSc1nc(O)c(CC)c(=O)n1C(C)CC (stereo not given)
  -13% | 4% | -4% | 8% | 17% | -14%[58.9 µM] | -34%[59 µM] | 0% | -11%
- O=c1c2ccccc2c2ccccc2c(=O)n1Cc1cccnc1
  -11% | 14% | 0% | -1% | 25% | -23% | 7%[12.7 µM] | -7% | -13%
- CN1CCC(CN)(N2CCN(c3ccccc3)CC2)CC1
  u | 33% | -2% | -25% | -3% | -8% | 20%[2.33 µM] | 1% | -3%
- COCCN=C1NC(=O)C(CC(=O)Nc2cccc(Cl)c2C)S1 (stereo not given)
  -12% | 2% | -3% | 2% | 1% | 59%[activator] | 50µM* | -5% | 1%
- CCOC(=O)Cc1cc(=O)n2[nH]c(C)cc2n1
  16µM* | -1% | -5% | u | 3% | u | -24%[59 µM] | -7% | 1%
- CCc1n[nH]c(=S)n1N=C1CCC(C)CC1 (stereo not given)
  -19% | 0% | 1% | -2% | -11% | 5% | x | -18% | -4%
- CCOc1ccc(OCC)c(NC(=O)c2nnn(Cc3cc(Br)ccc3OC)c2N)c1
  -22% | x | -3% | -28% | 13% | 10% | -2%[59 µM] | -1% | -3%

The list itself, repeating the preview:
Below each SMILES – JMJD2A Tudor | APEX1 inh | BLM helicase inh | BAZ2B block | POLB inh | POLI inh | G9a inh | POLK inh | POLH inh
- Nn1cnnc1N/N=C/c1ccc(Cl)cc1Cl
  -2% | -17% | 4% | u | -3% | 11µM* | 6% | 1% | -8%
- CC(=O)N1N=C(c2ccco2)CC1c1cc2cc(C)ccc2nc1Cl (stereo not given)
  8% | -6% | -6% | 0% | -20% | 36%[activator] | x | 4% | -14%
- N#Cc1ccccc1OCC(=O)C1CC1
  0% | -2% | -5% | 0% | -27% | 12% | 22%[59 µM] | 1% | -18%
- Oc1ccc(/C=N/Nc2nccnc2Cl)cc1
  -6%[57.1 µM] | 4% | -3% | -2% | -18% | -10% | 5%[12.7 µM] | -16% | -22%
- CCSc1nc(O)c(CC)c(=O)n1C(C)CC (stereo not given)
  -13% | 4% | -4% | 8% | 17% | -14%[58.9 µM] | -34%[59 µM] | 0% | -11%
- O=c1c2ccccc2c2ccccc2c(=O)n1Cc1cccnc1
  -11% | 14% | 0% | -1% | 25% | -23% | 7%[12.7 µM] | -7% | -13%
- CN1CCC(CN)(N2CCN(c3ccccc3)CC2)CC1
  u | 33% | -2% | -25% | -3% | -8% | 20%[2.33 µM] | 1% | -3%
- COCCN=C1NC(=O)C(CC(=O)Nc2cccc(Cl)c2C)S1 (stereo not given)
  -12% | 2% | -3% | 2% | 1% | 59%[activator] | 50µM* | -5% | 1%
- CCOC(=O)Cc1cc(=O)n2[nH]c(C)cc2n1
  16µM* | -1% | -5% | u | 3% | u | -24%[59 µM] | -7% | 1%
- CCc1n[nH]c(=S)n1N=C1CCC(C)CC1 (stereo not given)
  -19% | 0% | 1% | -2% | -11% | 5% | x | -18% | -4%
- CCOc1ccc(OCC)c(NC(=O)c2nnn(Cc3cc(Br)ccc3OC)c2N)c1
  -22% | x | -3% | -28% | 13% | 10% | -2%[59 µM] | -1% | -3%
- COc1ccccc1-c1c(NC(=O)C(C)C)n(C)c2ccccc2c1=O
  -2% | 18% | 0% | 6% | 23% | 1%[58.9 µM] | x | -4% | -12%
- Cc1cc2ncn(S(=O)(=O)N(C)C)c2cc1C
  -8% | -2% | -2% | 2% | 21% | 26% | 32%[activator] | -14% | 3%
- CCCN(CCC)c1ccc(/C=N/NC(=O)CN2CCOCC2)cc1
  -17% | 13% | 1% | -14% | 56% | 9% | x | -4% | -7%
- O=S(=O)(NC(=NCc1ccccc1)c1ccccc1)c1ccccc1
  -4% | 55% | -3% | -12% | 6% | 4% | 8% | -4% | -8%
- COc1cc(NS(=O)(=O)c2ccc3c(c2)C(C)(C)C(=O)N3C)cc(OC)c1
  -18% | -36% | -6% | -13% | u | u | 16% | -14% | u
- CCOc1ccc(NC(=O)CC2C(=O)N(CC)C(=S)N2CCNC(C)=O)cc1 (stereo not given)
  -7% | 4% | 0% | 4% | 24% | 12% | -6% | -1% | -15%
- CCc1ccc(-c2csc3ncn(Cc4ccc(C(=O)O)cc4)c(=O)c23)cc1
  -3% | 2% | 0% | u | 12% | 2% | -29% | -1% | -14%
- COc1ccc(CNC(=O)Cn2cnc3c(SC)nc(N)nc32)cc1
  1% | 23% | x | x | x | 6% | x | 15% | -6%
- Cc1c(Cl)cccc1NC(=O)CNCc1ccccc1F
  4% | -5% | -3% | -1% | 12% | 51%[activator] | 10% | -3% | -15%
- CC(C)C(=O)N1CCC(CN=CC2=C(O)CC(C)(C)CC2=O)CC1
  0% | -5% | -6% | 0% | 14% | 6% | -5%[59 µM] | 1% | -24%
- CC(C)CNC(=O)[C@H](Cc1ccccc1)NC(=O)c1ccco1
  -10% | -7% | -2% | 2% | -29% | -2% | 16%[59 µM] | -17% | 2%
- COc1ccc(CC(=O)NCCc2csc3nc(-c4ccccc4F)nn23)cc1
  -20% | x | 3% | -2% | 0% | -22% | -1%[59 µM] | -3%[60.1 µM] | -7%
- Clc1ccc(-c2nnc(-c3ccccc3)c(-c3ccccc3)n2)cc1
  -17% | 5% | -13% | -30% | -23% | 102%[activator] | x | -7% | -14%
- O=C(c1ccc(F)cc1)N1CCc2c([nH]c3ccccc23)C1c1ccc(Cl)cc1 (stereo not given)
  u | x | -11% | -29% | 5% | -14% | u | -13%[60.1 µM] | 9%
- COc1ccc(CNc2cc(C)nc3ncnn23)c(OC)c1
  -12% | 6% | 0% | -1% | -8% | 6% | 18%[59 µM] | 1% | -2%
- CCOc1ccc(S(=O)(=O)NNC(=O)c2cc3ccccc3o2)cc1
  u | 1% | -1% | -26% | -1% | -15% | -48%[59 µM] | -3% | -14%
- CCc1nc(SCC(=O)Nc2sc(C)c(C)c2C(=O)OC)c2ccccc2n1
  x | -5% | 0% | -5% | 44% | x | -7% | x | x
- Cc1ccc(-c2cn(S(=O)(=O)c3cccc4nsnc34)nc2N)cc1
  u | -9% | -10% | u | 0% | -20% | u | -10% | u
- O=C(CCC(=O)Nc1ccccc1)N/N=C/c1ccccc1F
  -13% | 10% | -3% | -17% | -14% | 99%[activator] | -5% | -7% | -8%
- Cc1cc2nc3c(=O)n(C4CCCCC4)c(=O)[nH]c3nc2cc1N
  2% | -2% | u | -23% | u | 44%[activator] | 1.3µM* | -21% | -18%
- O=C(C1=COCCO1)N(Cc1nnc(-c2ccc(Cl)cc2)o1)C1CC1
  u | 16% | x | -4% | x | -5% | -1% | -4% | -18%
- COc1cccc(CNC(=O)CCNC(=O)Cn2ccc3ccccc3c2=O)c1
  0% | -6% | -4% | -3% | -3% | 14% | 7% | -2% | -13%
- COc1ccc(N2C(=O)C3ON(C4SC(=S)N(C)C4(C)C)C(c4ccc([N+](=O)[O-])cc4)C3C2=O)cc1 (stereo not given)
  -15%[57.1 µM] | -2% | -1% | 14% | 0% | 9% | 4%[59 µM] | -8% | -4%
- Cc1cccc(NC(=O)C2CCN(S(=O)(=O)c3ccc4c(c3)NC(=O)CO4)CC2)c1C
  -8% | 17% | -1% | u | 9% | 0% | -4% | 2% | -5%
- CC1CCN(C(=O)c2ccc3c(c2)OCCO3)CC1
  3% | 10% | -11% | 13% | 4% | 27% | -4%[59 µM] | 6% | -21%
- Cc1ccc2c(c1)N/C(=C(\C=C(/Cl)[N+](=O)[O-])[N+](=O)[O-])N2
  x | -4% | -4% | -27% | u | x | 22µM* | x | x
- CC(C)Oc1ccc(CNC(=O)C2CCN(c3nc4ccccc4nc3C(F)(F)F)CC2)cc1
  -6% | x | -4% | 0% | -5% | -7% | 3%[59 µM] | -4% | -6%
- O=C(CC(c1cccs1)N1Cc2ccccc2C1=O)Nc1ccc(F)c(Cl)c1 (stereo not given)
  -10% | x | -5% | -11% | 1% | 13% | -7%[59 µM] | -19% | -8%
- CC(C)(C)NC(=O)CCN(/N=C/c1ccccc1F)C1=NS(=O)(=O)c2ccccc21
  -11% | -12% | -5% | -2% | 21% | 4% | 29% | -8% | 1%
- COc1ccc(S(=O)(=O)N2CCN(C(=O)COc3ccccc3)CC2)cc1
  -16% | 2% | 2% | -18% | 1% | -5% | 3% | -15% | -11%
- COC(=O)CNC(=O)C1CCC(CNS(=O)(=O)c2cccc3nsnc23)CC1 (stereo not given)
  -18% | 12% | 2% | 4% | 26% | 19% | -9% | -16% | -18%
- COc1ccc(/C=N/S(=O)(=O)c2cccs2)cc1
  11% | 0% | -2% | 5% | 0% | -3% | -2%[59 µM] | -2% | -9%
- CC1C(=O)OC(c2ccc(Br)cc2)C(C)(C)C1=O (stereo not given)
  -5% | 2% | -6% | -13% | u | 8% | -10%[59 µM] | 2% | 6%
- C=CCN1N=C(/C=C/c2ccccc2)CCC1=O
  -1% | 17% | 3% | 1% | 4% | 55%[activator] | 16% | 0% | -1%
- CN(C)S(=O)(=O)c1cccc(NC(=S)NCc2ccco2)c1
  -34% | -2% | -9% | x | 0% | 47%[activator] | 45µM* | -15% | -17%
- Cc1ccc(S(=O)(=O)N2CCCN(S(=O)(=O)c3ccc4ccccc4c3)CC2)cc1
  -18% | 1% | -3% | -1% | 11% | -3% | -10%[59 µM] | -7% | 8%
- O=C(c1ccc(NS(=O)(=O)c2ccc3[nH]c(=O)[nH]c3c2)cc1)N1CCN(c2ccccc2)CC1
  -26% | -4% | x | -13% | x | 26% | 22%[12.7 µM] | -1% | 4%
